BoNT-A LC inh2 = inhibitors of Botulinum neurotoxin A light chain protease. multiplex microsphere protease substrate cleavage, flow cytometry. inhibition, % at 10 µM. hit rate 0.17% among 360,000; note: plate controls were buffer without enzyme for full effect and enzyme alone for no effect
TcdB GH inh = TcdB glycohydrolase inhibition. hit rate 0.24% among 350,000. TcdB glycohydrolase enzymatic assay, plate reader. inhibition, % at 9.99 µM. P18177. AID 652162; in the data active = inhibition above about 10%
Target sequence (P18177 whole entry, looked up): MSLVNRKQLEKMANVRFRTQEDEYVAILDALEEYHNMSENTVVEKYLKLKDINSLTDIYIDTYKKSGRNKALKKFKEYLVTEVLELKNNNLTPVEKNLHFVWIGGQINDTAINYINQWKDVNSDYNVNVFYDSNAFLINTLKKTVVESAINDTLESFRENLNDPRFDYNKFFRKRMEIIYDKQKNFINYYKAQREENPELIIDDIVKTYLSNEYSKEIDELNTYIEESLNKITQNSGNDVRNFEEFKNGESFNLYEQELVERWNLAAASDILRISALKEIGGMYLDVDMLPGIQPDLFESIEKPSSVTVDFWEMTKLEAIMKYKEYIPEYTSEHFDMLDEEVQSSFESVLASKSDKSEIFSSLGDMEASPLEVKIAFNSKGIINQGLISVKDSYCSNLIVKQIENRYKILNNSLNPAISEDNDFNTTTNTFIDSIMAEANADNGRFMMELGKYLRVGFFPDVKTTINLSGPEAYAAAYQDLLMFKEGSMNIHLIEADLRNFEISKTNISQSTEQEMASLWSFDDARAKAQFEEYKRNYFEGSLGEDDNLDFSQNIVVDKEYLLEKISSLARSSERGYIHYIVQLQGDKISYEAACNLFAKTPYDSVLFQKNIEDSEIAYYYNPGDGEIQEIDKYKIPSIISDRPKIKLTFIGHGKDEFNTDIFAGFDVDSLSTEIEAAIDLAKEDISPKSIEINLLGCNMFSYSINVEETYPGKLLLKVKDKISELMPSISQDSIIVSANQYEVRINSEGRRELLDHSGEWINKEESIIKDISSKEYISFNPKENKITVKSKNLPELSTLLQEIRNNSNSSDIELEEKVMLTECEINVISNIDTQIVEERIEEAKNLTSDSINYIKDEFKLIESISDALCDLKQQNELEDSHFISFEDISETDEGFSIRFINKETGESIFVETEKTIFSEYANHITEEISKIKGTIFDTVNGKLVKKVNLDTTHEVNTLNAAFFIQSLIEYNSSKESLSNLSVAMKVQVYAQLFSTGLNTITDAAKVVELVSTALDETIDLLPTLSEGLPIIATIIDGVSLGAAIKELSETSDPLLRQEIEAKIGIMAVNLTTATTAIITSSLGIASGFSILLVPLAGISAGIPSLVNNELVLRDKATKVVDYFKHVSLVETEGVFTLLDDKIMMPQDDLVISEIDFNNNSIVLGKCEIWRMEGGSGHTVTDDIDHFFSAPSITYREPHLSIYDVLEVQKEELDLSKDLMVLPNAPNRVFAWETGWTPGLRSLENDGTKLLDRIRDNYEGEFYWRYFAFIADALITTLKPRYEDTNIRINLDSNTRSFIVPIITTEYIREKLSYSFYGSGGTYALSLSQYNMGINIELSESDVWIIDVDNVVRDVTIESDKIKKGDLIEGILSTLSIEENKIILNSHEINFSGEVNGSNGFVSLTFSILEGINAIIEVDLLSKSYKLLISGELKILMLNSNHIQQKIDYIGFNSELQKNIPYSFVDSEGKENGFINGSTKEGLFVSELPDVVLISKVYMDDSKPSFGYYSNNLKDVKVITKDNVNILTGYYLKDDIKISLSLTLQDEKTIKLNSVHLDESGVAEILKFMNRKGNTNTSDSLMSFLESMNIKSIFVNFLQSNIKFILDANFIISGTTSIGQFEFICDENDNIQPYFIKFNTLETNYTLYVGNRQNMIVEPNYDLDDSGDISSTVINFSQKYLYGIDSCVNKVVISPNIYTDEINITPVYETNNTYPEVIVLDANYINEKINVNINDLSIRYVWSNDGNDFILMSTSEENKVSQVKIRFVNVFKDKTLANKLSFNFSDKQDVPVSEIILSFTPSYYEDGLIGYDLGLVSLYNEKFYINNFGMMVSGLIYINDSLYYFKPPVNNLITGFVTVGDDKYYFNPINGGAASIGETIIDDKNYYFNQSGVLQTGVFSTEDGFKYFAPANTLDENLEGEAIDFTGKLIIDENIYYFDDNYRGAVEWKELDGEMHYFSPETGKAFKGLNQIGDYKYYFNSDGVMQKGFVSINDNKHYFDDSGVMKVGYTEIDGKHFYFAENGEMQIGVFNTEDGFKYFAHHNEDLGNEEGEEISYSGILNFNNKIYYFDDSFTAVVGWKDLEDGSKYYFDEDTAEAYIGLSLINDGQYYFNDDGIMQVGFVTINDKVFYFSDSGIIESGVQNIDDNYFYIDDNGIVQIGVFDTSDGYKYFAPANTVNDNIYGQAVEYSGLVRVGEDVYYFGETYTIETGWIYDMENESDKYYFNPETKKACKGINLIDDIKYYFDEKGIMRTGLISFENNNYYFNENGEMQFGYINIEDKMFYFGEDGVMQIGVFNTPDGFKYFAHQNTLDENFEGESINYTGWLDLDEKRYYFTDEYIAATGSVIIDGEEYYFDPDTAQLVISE
PfHsp40 rescue = restores yeast growth despite PfHsp40 toxicity; S. cerevisiae expressing PfHsp40, growth rescue, ATP luminescence; growth rescue, % at 12.5 µM; hit rate 0.68% among 340,000; AID 504582; in the data active = growth rescue above about 28%, passing the limit was not always enough; inconclusive = no clear call, values can overlap the other calls;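 note: yeast W303a lacking pdr1 and pdr3 grown in galactose medium; growth measured after three days at 30 °C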
PrPC TRFRET = inhibitors of human cell surface prion protein PrPC; P04156; TR-FRET read-out; inhibition, % at 13.8 µM; hit rate 0.43% among 370,000; in the data active = inhibition above about 24%; note: 0% = median of the test wells and 100% = reference compound wells
Y pestis TopoI = blocks Yersinia pestis topoisomerase I activity. Y. pestis Topo-I cleavage product accumulation, plate reader. activity, % at 10 µM. hit rate 0.064% among 360,000. AID 504884; in the data active = activity above about 50%, passing the limit was not always enough; inconclusive = no clear call, values can overlap the other calls; note: inactives centre near 2
BoNT-F LC inh = blocks Botulinum neurotoxin F light chain protease; inhibition, % at 10 µM; hit rate 0.22% among 360,000; Multiplex microsphere protease cleavage assay, flow cytometry; in the data active = inhibition above about 35%, passing the limit was not always enough; inconclusive = no clear call, values can overlap the other calls; note: plate controls were buffer without enzyme for full effect and enzyme alone for no effect
FadD28 FP inh = M. tuberculosis FadD28 bisubstrate binding inhibition; FadD28 bisubstrate probe binding, fluorescence polarization; hit rate 0.22% among 360,000; inhibition, % at 12.5 µM; in the data active = inhibition above about 8.5%, passing the limit was not always enough; inconclusive = no clear call, values can overlap the other calls
Anthrax LF inh2 = blocks Bacillus anthracis lethal factor protease; P15917; AID 588501; hit rate 0.12% among 360,000; multiplex microsphere protease cleavage assay, LF; inhibition, % at 10 µM; note: plate controls were buffer without enzyme for full effect and enzyme alone for no effect
CCHFV vOTU inh = CCHFV vOTU protease inhibition | Pep-AMC fluorescence | inhibition, % at 11.5 µM | hit rate 0.55% among 370,000 | AID 651958; in the data active = inhibition above about 30%; note: 0% = vehicle wells with enzyme and 100% = no enzyme wells
An asterisk follows results filed as active. Cut-off read from the data, not from the text of the source, unless noted: active = inhibition above about 30%; inconclusive = no clear call, values can overlap the other calls; inactive = below that.

Screening CCOC(=O)c1sc(N)c(C(=O)OCC)c1COC(=O)C1CC(=O)N(Cc2ccco2)C1 (stereo not given) returned BoNT-A LC inh2 -0.1, PfHsp40 rescue -0.6, PrPC TRFRET 8, Y pestis TopoI 11, BoNT-F LC inh 3, FadD28 FP inh -3.6, Anthrax LF inh2 -1 and CCHFV vOTU inh 12.
Screening CC(C)(C)n1cc(C(=O)c2ccccc2)cc1-c1ccccc1 returned BoNT-A LC inh2 -6.3, TcdB GH inh -0.5, PfHsp40 rescue 0.4, PrPC TRFRET -3, Y pestis TopoI 12, BoNT-F LC inh inconclusive, FadD28 FP inh -2.9, Anthrax LF inh2 -7 and CCHFV vOTU inh 11.
Screening COc1cc(/C=N/NC(=O)c2nonc2C)ccc1O returned BoNT-A LC inh2 -2.2, PfHsp40 rescue -0.7, PrPC TRFRET 9, Y pestis TopoI -1, BoNT-F LC inh -11, FadD28 FP inh 0.5, Anthrax LF inh2 0 and CCHFV vOTU inh 5.
Screening Cc1ccc(NC(=O)Cn2nc(C)c3ccccc3c2=O)c(C)c1 returned BoNT-A LC inh2 4.3, TcdB GH inh -0.1, PfHsp40 rescue -1.0, PrPC TRFRET 3, Y pestis TopoI 7, BoNT-F LC inh 10, FadD28 FP inh -1.0, Anthrax LF inh2 -1 and CCHFV vOTU inh -4.
For CCc1cc(=O)oc2c(C)c(OCC(=O)NCc3ccccn3)ccc12 the results were BoNT-A LC inh2 1.6, TcdB GH inh 0.1, PfHsp40 rescue -0.3, PrPC TRFRET -1, Y pestis TopoI -4, BoNT-F LC inh -5, FadD28 FP inh -1.3, Anthrax LF inh2 5 and CCHFV vOTU inh 2.
For CC(C)c1onc(C(=O)NC(C)c2ccccc2)c1[N+](=O)[O-] (stereo not given) the results were BoNT-A LC inh2 0.1, TcdB GH inh -0.9, PfHsp40 rescue -0.2, PrPC TRFRET -6, Y pestis TopoI -2, BoNT-F LC inh -3, FadD28 FP inh 0.2, Anthrax LF inh2 -2 and CCHFV vOTU inh -3.
For CCOc1cccc(C(=O)Nc2ccccc2C(=O)N2CCOCC2)c1 the results were BoNT-A LC inh2 -2.8, TcdB GH inh -0.5, PfHsp40 rescue 0.0, PrPC TRFRET 4, Y pestis TopoI 6, BoNT-F LC inh -9, FadD28 FP inh 0.1, Anthrax LF inh2 -1 and CCHFV vOTU inh 2.
`CCOP(=O)(OCC)C(NC(C)=O)C(Cl)(Cl)Cl` (stereo not given) gave BoNT-A LC inh2 1.0, PfHsp40 rescue -1.9, PrPC TRFRET -3, Y pestis TopoI -2, BoNT-F LC inh 5, FadD28 FP inh -1.3, Anthrax LF inh2 -6 and CCHFV vOTU inh 3.
Screening CCOC(=O)c1ccc(N2C(=O)c3n[nH]c(-c4ccco4)c3C2c2ccc([N+](=O)[O-])cc2)cc1 (stereo not given) returned BoNT-A LC inh2 -1.6, PfHsp40 rescue 1.0, PrPC TRFRET 1, Y pestis TopoI 7, BoNT-F LC inh -8, FadD28 FP inh -6.3, Anthrax LF inh2 -6 and CCHFV vOTU inh 16.
CCOC(=O)Cc1[nH]nc2c1C(C1C=CCCC1)C(C#N)=C(N)O2 (stereo not given) was read as BoNT-A LC inh2 -0.2, PfHsp40 rescue 0.1, PrPC TRFRET 0, Y pestis TopoI 2, BoNT-F LC inh -4, FadD28 FP inh -2.2, Anthrax LF inh2 -2 and CCHFV vOTU inh 10.

Entries from the list above containing an NH in an aromatic ring:
Screening CCOC(=O)c1ccc(N2C(=O)c3n[nH]c(-c4ccco4)c3C2c2ccc([N+](=O)[O-])cc2)cc1 (stereo not given) returned BoNT-A LC inh2 -1.6, PfHsp40 rescue 1.0, PrPC TRFRET 1, Y pestis TopoI 7, BoNT-F LC inh -8, FadD28 FP inh -6.3, Anthrax LF inh2 -6 and CCHFV vOTU inh 16.
CCOC(=O)Cc1[nH]nc2c1C(C1C=CCCC1)C(C#N)=C(N)O2 (stereo not given) was read as BoNT-A LC inh2 -0.2, PfHsp40 rescue 0.1, PrPC TRFRET 0, Y pestis TopoI 2, BoNT-F LC inh -4, FadD28 FP inh -2.2, Anthrax LF inh2 -2 and CCHFV vOTU inh 10.

Next section
For O=C(Nc1nnc([C@@H]2C[C@H](O)[C@@H](CO)O2)s1)c1cccc(Oc2ccccc2)c1 the results were BoNT-A LC inh2 0.1, TcdB GH inh -0.1, PrPC TRFRET 2, Y pestis TopoI 6, BoNT-F LC inh -6, FadD28 FP inh -2.0, Anthrax LF inh2 -7 and CCHFV vOTU inh 1.
`CCCC(=O)Nc1cc(OC)c(OC)cc1C(=O)O` gave BoNT-A LC inh2 1.2, PfHsp40 rescue -0.3, PrPC TRFRET 1, Y pestis TopoI -5, BoNT-F LC inh -8, FadD28 FP inh -0.1, Anthrax LF inh2 -1 and CCHFV vOTU inh -2.
Screening O=C(C1CCCO1)N1CCN(S(=O)(=O)c2cc(F)ccc2F)CC1 (stereo not given) returned BoNT-A LC inh2 0.6, TcdB GH inh 1.0, PfHsp40 rescue -1.5, PrPC TRFRET -1, Y pestis TopoI 1, BoNT-F LC inh -6, FadD28 FP inh 0.3, Anthrax LF inh2 1 and CCHFV vOTU inh -1.
`CCc1cccc(Nc2c3c(nc4ncnn24)CCC3)c1` gave BoNT-A LC inh2 -0.9, TcdB GH inh 0.9, PfHsp40 rescue 0.5, PrPC TRFRET 8, Y pestis TopoI 12, BoNT-F LC inh 1, FadD28 FP inh -6.6, Anthrax LF inh2 4 and CCHFV vOTU inh -11.
For CCNC(=O)C1(C)CCCN(C(=O)c2sccc2C)C1 (stereo not given) the results were BoNT-A LC inh2 -0.2, TcdB GH inh 0.9, PrPC TRFRET -1, Y pestis TopoI -6, BoNT-F LC inh 0, FadD28 FP inh -1.0, Anthrax LF inh2 2 and CCHFV vOTU inh -12.
Cc1[nH]n(-c2ccccc2)c(=S)c1C=Nc1cccc([N+](=O)[O-])c1 was read as BoNT-A LC inh2 0.6, PfHsp40 rescue 1.0, PrPC TRFRET -2, Y pestis TopoI -6, BoNT-F LC inh 14, FadD28 FP inh 0.0, Anthrax LF inh2 -1 and CCHFV vOTU inh 10.
Screening CCc1nc(SCc2ccc(OCC(C)C)cc2)n[nH]1 returned BoNT-A LC inh2 -5.5, TcdB GH inh -8.8, PfHsp40 rescue -2.4, PrPC TRFRET 17, Y pestis TopoI 0, BoNT-F LC inh inconclusive, FadD28 FP inh 1.1, Anthrax LF inh2 -1 and CCHFV vOTU inh 12.
`CC(=O)Nc1sc(C)c(C)c1C(=O)OCC(=O)Nc1ccccc1C(F)(F)F` gave BoNT-A LC inh2 0.0, TcdB GH inh -0.6, PrPC TRFRET -8, Y pestis TopoI -8, BoNT-F LC inh 6, FadD28 FP inh -1.8, Anthrax LF inh2 -6 and CCHFV vOTU inh 1.
Screening COc1ccc(CCNC(=O)C2CCN(c3ccc(N4CCOCC4)nn3)CC2)c(OC)c1 returned BoNT-A LC inh2 -0.1, TcdB GH inh -5.5, PfHsp40 rescue 1.5, PrPC TRFRET -5, Y pestis TopoI 1, BoNT-F LC inh 0, FadD28 FP inh -1.0, Anthrax LF inh2 -5 and CCHFV vOTU inh -47.
Screening CCOc1cc2[nH]c(=S)n(CC3CCCO3)c(=O)c2cc1OCC (stereo not given) returned BoNT-A LC inh2 0.4, PfHsp40 rescue -0.6, PrPC TRFRET 5, Y pestis TopoI 2, BoNT-F LC inh 3, FadD28 FP inh -4.4, Anthrax LF inh2 0 and CCHFV vOTU inh -1.
For CCNC(=O)CN(c1ccc(C)cc1)S(=O)(=O)c1ccccc1 the results were BoNT-A LC inh2 -0.5, PfHsp40 rescue -1.1, PrPC TRFRET 2, Y pestis TopoI 6, BoNT-F LC inh 13, FadD28 FP inh -0.3, Anthrax LF inh2 -7 and CCHFV vOTU inh -8.
CCOC(=O)N/N=C\c1ccc(-c2cc(Cl)ccc2Cl)o1 was read as BoNT-A LC inh2 -0.1, TcdB GH inh -0.4, PfHsp40 rescue -0.9, PrPC TRFRET 1, Y pestis TopoI -4, BoNT-F LC inh -2, FadD28 FP inh 1.3, Anthrax LF inh2 2 and CCHFV vOTU inh 11.
Screening Cc1cc(=O)oc2cc(NC(=O)C3CC(=O)N(Cc4ccccc4)C3)ccc12 (stereo not given) returned BoNT-A LC inh2 -1.5, PfHsp40 rescue 0.9, PrPC TRFRET 0, Y pestis TopoI 11, BoNT-F LC inh -35, FadD28 FP inh -2.1, Anthrax LF inh2 1 and CCHFV vOTU inh -29.
`COc1ccccc1CNC(=O)CCC(=O)Nc1nnc(C(C)C)s1` gave BoNT-A LC inh2 0.0, PfHsp40 rescue -0.4, PrPC TRFRET -5, Y pestis TopoI -4, BoNT-F LC inh 1, FadD28 FP inh -2.6, Anthrax LF inh2 6 and CCHFV vOTU inh -1.
For CCN=c1scc(-c2cccs2)n1/N=C/c1cc(OC)ccc1O the results were BoNT-A LC inh2 0.1, PfHsp40 rescue 0.4, PrPC TRFRET -1, Y pestis TopoI -7, BoNT-F LC inh -3, FadD28 FP inh -0.2, Anthrax LF inh2 -1 and CCHFV vOTU inh 14.
OC(COc1ccc2c(c1)OCO2)CN1CCN(c2ccccc2)CC1 (stereo not given) was read as BoNT-A LC inh2 -0.8, TcdB GH inh -0.6, PfHsp40 rescue -0.6, PrPC TRFRET -1, Y pestis TopoI 16, BoNT-F LC inh -10, FadD28 FP inh 0.6, Anthrax LF inh2 -1 and CCHFV vOTU inh 4.
Screening O=C(O)c1ccc(Cn2nnc3sc4c(c3c2=O)CCCC4)cc1 returned BoNT-A LC inh2 0.2, TcdB GH inh -3.0, PfHsp40 rescue -0.7, PrPC TRFRET -3, Y pestis TopoI -7, BoNT-F LC inh -7, FadD28 FP inh -3.9, Anthrax LF inh2 0 and CCHFV vOTU inh 1.
Cc1ccc(Cl)cc1NS(=O)(=O)Cc1ccccc1 was read as BoNT-A LC inh2 0.0, TcdB GH inh 2.1, PfHsp40 rescue 1.4, PrPC TRFRET -7, Y pestis TopoI -5, BoNT-F LC inh 0, FadD28 FP inh -0.2, Anthrax LF inh2 -4 and CCHFV vOTU inh -4.
`CCOC(=O)c1ccc(N2C(=O)Cc3ccccc3C2=O)cc1` gave BoNT-A LC inh2 -0.3, TcdB GH inh 0.0, PfHsp40 rescue -0.5, PrPC TRFRET 2, Y pestis TopoI 1, BoNT-F LC inh -31, FadD28 FP inh -3.7, Anthrax LF inh2 -2 and CCHFV vOTU inh 6.
Screening CC(=O)N1CCc2cc(NC(=O)c3ccc(C)cc3)ccc21 returned BoNT-A LC inh2 -3.0, TcdB GH inh 1.1, PfHsp40 rescue -0.5, PrPC TRFRET -6, Y pestis TopoI -2, BoNT-F LC inh -3, FadD28 FP inh -4.0, Anthrax LF inh2 -2 and CCHFV vOTU inh 0.
For Cc1ccc(C)c(-c2[nH]ncc2CN2CCCC(CO)(Cc3ccccc3C)C2)c1 (stereo not given) the results were BoNT-A LC inh2 -1.0, TcdB GH inh -0.2, PfHsp40 rescue 0.1, PrPC TRFRET -7, Y pestis TopoI 9, BoNT-F LC inh -3, FadD28 FP inh -1.0, Anthrax LF inh2 -2 and CCHFV vOTU inh 8.
Screening O=C1Nc2ccc(S(=O)(=O)N3CCOCC3)c3cccc1c23 returned BoNT-A LC inh2 -0.6, PfHsp40 rescue -1.5, PrPC TRFRET -23, Y pestis TopoI 1, BoNT-F LC inh -2, FadD28 FP inh -3.1, Anthrax LF inh2 -3 and CCHFV vOTU inh -54.
Screening Cc1nn(C)c(C)c1NC(=O)COc1ccc(F)cc1Br returned BoNT-A LC inh2 -0.4, TcdB GH inh -0.1, PfHsp40 rescue -0.5, PrPC TRFRET 7, Y pestis TopoI 4, BoNT-F LC inh 0, FadD28 FP inh -0.9, Anthrax LF inh2 0 and CCHFV vOTU inh -3.
Screening O=C(CS(=O)(=O)c1ccccc1)Nc1nc2ccccc2s1 returned BoNT-A LC inh2 0.2, TcdB GH inh -0.1, PfHsp40 rescue 0.9, PrPC TRFRET 10, Y pestis TopoI -7, BoNT-F LC inh 5, FadD28 FP inh -0.6, Anthrax LF inh2 1 and CCHFV vOTU inh 7.
COc1cc(C2C3=C(CC(C)(C)CC3=O)N(C)C(=O)N2C)cc(OC)c1OC (stereo not given) was read as BoNT-A LC inh2 -0.7, PfHsp40 rescue 0.1, PrPC TRFRET 0, Y pestis TopoI 3, BoNT-F LC inh -2, FadD28 FP inh -2.8, Anthrax LF inh2 1 and CCHFV vOTU inh -11.

Assay outcomes as filed in PubChem BioAssay.
